# Assay outcomes as filed in PubChem.
# M. tuberculosis HTS – M. tuberculosis growth inhibition, HTS (AID 449762); one-dose inhibition, % at 25 µM; IC50 in µM for titrated hits; M. tuberculosis H37Rv growth inhibition, 7H9 media; higher % means a stronger effect; 330,000 tested, 0.59% active; in the data active = a potency from the dose series; inconclusive = inhibition above about 70% without an active follow-up result;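 note: bacterial growth assessed after seven days of incubation; strong numbers were not always called active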
# M. tuberculosis – growth inhibition of non-replicating M. tuberculosis (AID 488890); Mycobacterium tuberculosis non-replicating, growth inhibition; higher % means a stronger effect; 320,000 tested, 0.39% active; one-dose inhibition, % at 25 µM; IC50 in µM for titrated hits; in the data active = a potency from the dose series; inconclusive = inhibition mostly from about 82% at the one dose, without a potency; inactive = the rest, 99 in 100 with inhibition below about 76%;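 note: plate controls were DMSO cells for no effect and high antibiotic wells for full effect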
# Salmonella PhoP GFP – PhoP regulon inhibitors, Salmonella typhi PhoP promoter GFP reporter, confirmatory (AID 1850); one-dose inhibition, % at 50 µM; IC50 in µM for titrated hits; Salmonella Typhi PhoP-promoter GFP reporter, fluorescence, 4 h; higher % means a stronger effect; 310,000 tested, 0.33% active; in the data active = a potency from the dose series; inconclusive = inhibition mostly from about 25% at the one dose, without a potency; inactive = the rest, 99 in 100 with inhibition below about 19%;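 note: 0% = induced wells with vehicle and 100% = uninduced wells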
# VEEV TC-83 Vero – inhibitors of VEEV TC-83 cytopathic effect, confirmation, Vero cells (AID 588727). 350,000 tested, 0.13% active. Vero cells, VEEV TC-83 cytopathic effect inhibition; higher % means a stronger effect. inhibition, % at 20 µM, or IC50 in µM where a hit was titrated; in the data active = a potency from the dose series; inconclusive = inhibition mostly from about 14% at the one dose, without a potency; inactive = the rest, 99 in 100 with inhibition below about 12%; note: strong numbers were not always called active
# H1N1 NS1A inhibition – H1N1 influenza NS1A inhibitors, functional cell based assay (AID 504329); inhibition, % at 12.5 µM; hits with a dose series show IC50 in µM; 340,000 tested, 0.3% active; NS1A functional cell-based assay, percent inhibition; higher % means a stronger effect; in the data active = a potency from the dose series; inconclusive = inhibition above about 27% without an active follow-up result; note: strong numbers were not always called active
# VEEV TC-83 Vero 10K pilot screen – also measured in VEEV TC-83 Vero; calls as there; inhibition, %; measured here: 10K pilot screen inhibition
# The depositor's hits bear a star; i = inactive; ? = inconclusive; · = not tested or not shown.
SMILES,M. tuberculosis HTS,M. tuberculosis,Salmonella PhoP GFP,VEEV TC-83 Vero,H1N1 NS1A inhibition,others
Cc1ccc(/C=C/C(=O)NCCc2cccc(Cl)c2)o1,5%,78%,11%,1.1%,0%,
CC1CCCN(S(=O)(=O)c2ccc(Cl)s2)C1 (stereo not given),2%,3%,-2%,4.3%,6%,
CCn1cc(C(=O)N[C@@H](C)C(=O)NCCO)c(=O)c2cc3c(cc21)OCO3,1%,-4%,-3%,0.3%,-19%,
O=C(c1nnc(Cc2ccc(Cl)cc2)o1)N1CCc2ccccc2C1,?,·,-10%,1.0%,6%,
CCSc1ccc(-c2cccc([N+](=O)[O-])c2)nn1,3%,35%,9%,1.4%,2%,
CC(C)(C)C(=O)Oc1ccc2cc(-c3ccc4ccccc4n3)c(=O)oc2c1,6%,?,-5%,1.5%,-6%,
Cc1ccc(C)c(Cn2c(CN(C)Cc3ccccc3)nc3c2c(=O)n(C)c(=O)n3C)c1,-2%,12%,9%,5.6%,7%,
CN(CC1CCCN(CCc2ccc(F)cc2)C1)C(=O)CCC(F)(F)F (stereo not given),-4%,9%,-5%,0.1%,-3%,
CCC/C=C(\CCC)C(NC(=O)Cc1ccccc1)c1ccc(C(=O)OC)cc1 (stereo not given),6%,0%,-5%,0.1%,-12%,
O=C(Cc1cccs1)NCCSc1c(-c2ccc(Cl)cc2)[nH]c2ccccc12,1%,16%,-7%,11%,8%,
Cc1c(N)cccc1-c1nc2ccccc2[nH]1,-3%,-8%,7%,0.8%,10%,
CCN(C[C@H]1N[C@@](C)(C(=O)OC)[C@H]2C(=O)N(C)C(=O)[C@@H]12)C(=O)Nc1ccc(F)cc1,-8%,-5%,·,1.8%,6%,
CCOc1ccc(NS(=O)(=O)c2ccc(C(=O)NCC(c3ccco3)N(C)C)cc2)cc1 (stereo not given),1%,13%,-7%,1.1%,-2%,
CC(NC(=O)c1csc2ccccc12)C1CCCO1 (stereo not given),-6%,16%,-4%,0.1%,8%,
CCOC(=O)/C=C/C(=O)Nc1ccccc1C(=O)NC1CCCCC1,-7%,32%,0%,2.2%,-11%,
CC1CC(C)CN(S(=O)(=O)c2cccc(C(=O)N3C(=O)c4cccc(N)c4C3=O)c2)C1 (stereo not given),-1%,-9%,0%,3.6%,2%,
O=C(O)CN1C(=O)/C(=C2\SC(=S)N(C(Cc3ccccc3)C(=O)O)C2=O)c2ccccc21 (stereo not given),8%,-25%,-3%,1.1%,0%,
OC(CN1CCN(c2ccccc2)CC1)c1c[nH]c2ccccc12 (stereo not given),-4%,10%,-22%,i,1%,
COc1ccc(/C=C/c2nc(S(=O)(=O)c3ccccc3)c(N(C)C)o2)cc1OC,-1%,15%,-2%,7.4%,-8%,
O=C(NC(=S)N1CCc2ccccc21)c1ccccc1,?,i,5%,1.7%,-15%,
O=C(NCC(c1ccco1)N1CCCC1)c1ccccc1F (stereo not given),7%,11%,-4%,i,3%,
COc1ccc(-c2cc(C(=O)N/N=C/c3sccc3C)c3ccccc3n2)c(OC)c1,-11%,-5%,-6%,?,11%,
Cc1c(C)c2ccc(O[C@@H]3O[C@H](CO)[C@H](O)[C@H](O)[C@H]3O)cc2oc1=O,5%,-7%,1%,0.4%,19%,
Cc1cc(C)n2[nH]c(=O)c(N=Nc3cccc(Cl)c3)c2n1,?,4.1µM*,10%,3.8%,-15%,
CCOc1cc(/C=N/NC(=O)CN2CCCCC2)ccc1OCc1ccccc1,3%,1%,2%,3.1%,4%,
OCC1OC(n2ccc3c(SCc4ccccc4)ncnc32)C(O)C1O (stereo not given),·,·,·,5.3%,-19%,
COc1ccc(N(C(=O)c2ccco2)C(C(=O)NC2CCCC2)c2ccncc2)cc1 (stereo not given),4%,4%,12%,i,7%,
CCCCSc1nnc(-c2cc(Br)ccc2N)c(=O)[nH]1,1%,i,-2%,2.1%,-6%,
CCCCc1nc(SCCOC)c2c(=O)n(C)c(=O)n(C)c2n1,9%,10%,0%,9.0%,5%,
O=C(O)c1sc2cc(C(F)(F)F)cnc2c1-c1ccccc1,16%,19%,-14%,2.0%,4%,

# 2 compounds drawn at random from the list so far:
SMILES,M. tuberculosis HTS,M. tuberculosis,Salmonella PhoP GFP,VEEV TC-83 Vero,H1N1 NS1A inhibition,others
CCCCSc1nnc(-c2cc(Br)ccc2N)c(=O)[nH]1,1%,i,-2%,2.1%,-6%,
CCOc1cc(/C=N/NC(=O)CN2CCCCC2)ccc1OCc1ccccc1,3%,1%,2%,3.1%,4%,

# (listing goes on)
SMILES,M. tuberculosis HTS,M. tuberculosis,Salmonella PhoP GFP,VEEV TC-83 Vero,H1N1 NS1A inhibition,others
CCN(CC)CCCNC(=O)c1ccc(N2CCCCC2)c(NS(=O)(=O)c2ccc(C)cc2)c1,-1%,12%,-4%,0.3%,-7%,
COc1ccc(C2CC(=O)C3=C(C2)Nc2ncnn2C3c2ccccc2)cc1 (stereo not given),-7%,16%,3%,3.4%,1%,
Cc1ccc(S(=O)(=O)N2CCOCC2)cc1C(=O)OCC(=O)N1CCCC1=O,-4%,-8%,·,0.3%,12%,
Cc1ccn2c(/C=N/OCc3ccc(F)cc3)c(-c3ccc(Cl)cc3)nc2c1,-6%,-5%,10%,1.7%,-14%,
CCOC(=O)CC1c2ccccc2-n2nncc2CN1C (stereo not given),·,·,·,0.5%,-5%,
O=C(c1cccc([N+](=O)[O-])c1)N1CCc2ccccc21,4%,-4%,-11%,1.5%,-5%,
COc1cccc(CN2C(=O)CCC2(C)C(=O)NCCc2ccc(OC)c(OC)c2)c1 (stereo not given),-3%,-11%,-1%,i,1%,
O=C(Nc1ccccc1Cl)N1CCN(Cc2ccc3c(c2)OCO3)CC1,-9%,2%,4%,0.6%,-13%,
c1ccc(-c2csc3ncnc(NCc4ccccn4)c23)cc1,17%,37%,-5%,7.4%,1%,
Cc1cc(C)cc(N(CC(=O)NC2CCCC2)S(=O)(=O)c2c(C)[nH]c(=O)[nH]c2=O)c1,1%,7%,-1%,i,1%,
COc1cccc(-n2cnnc2SC(C)C(=O)NC2CCCC2)c1 (stereo not given),-12%,1%,·,1.4%,-5%,
Cc1cccc(N2CCN(C(=O)CSCc3c(C)noc3C)CC2)c1C,-15%,12%,3%,i,-3%,
COc1ccc2c(c1)N(C)/C(=C1/SC(=S)N(NC(C)=O)C1=O)S2,2%,-7%,2%,i,-7%,
Cn1c(=O)cc(OCC(=O)NCCCN2CCN(Cc3ccccc3)CC2)c2ccccc21,2%,-28%,-1%,0.1%,0%,
CCN(c1ccc(OCC(=O)OCC(=O)Nc2ccc(F)c(F)c2F)cc1)S(=O)(=O)c1ccccc1,-4%,-2%,2%,0.3%,5%,
Cc1ccc(C(=O)Nc2cccc(C(=O)NC3CCCC3)c2)cc1,3%,-14%,-10%,10%,12%,
O=C(Cc1ccccc1)Oc1cccc(N2C(=O)CCC2=O)c1,0%,-4%,4%,1.1%,11%,
COc1ccc(C)c2sc(=NC(=O)C(C)C)n(C)c12,-5%,-24%,-6%,i,5%,
CC(=O)Nc1ccc(NC(=O)C(C)n2nc(C)c([N+](=O)[O-])c2C)cc1 (stereo not given),-9%,0%,5%,0.8%,4%,
COc1ccc(-c2nc(CS(=O)CC(=O)NCc3cccnc3)c(C)o2)cc1OC (stereo not given),-2%,25%,14%,0.2%,-4%,

# Among those listed so far, 4 contain a furan ring, fused or not:
SMILES,M. tuberculosis HTS,M. tuberculosis,Salmonella PhoP GFP,VEEV TC-83 Vero,H1N1 NS1A inhibition,others
Cc1ccc(/C=C/C(=O)NCCc2cccc(Cl)c2)o1,5%,78%,11%,1.1%,0%,
CCOc1ccc(NS(=O)(=O)c2ccc(C(=O)NCC(c3ccco3)N(C)C)cc2)cc1 (stereo not given),1%,13%,-7%,1.1%,-2%,
O=C(NCC(c1ccco1)N1CCCC1)c1ccccc1F (stereo not given),7%,11%,-4%,i,3%,
COc1ccc(N(C(=O)c2ccco2)C(C(=O)NC2CCCC2)c2ccncc2)cc1 (stereo not given),4%,4%,12%,i,7%,

# New compounds follow:
SMILES,M. tuberculosis HTS,M. tuberculosis,Salmonella PhoP GFP,VEEV TC-83 Vero,H1N1 NS1A inhibition,others
Cc1oc(-c2cccc(C(F)(F)F)c2)nc1CN1CCC[C@H]1CO,0%,19%,1%,2.0%,-13%,
Cc1nc(CNC(=O)CC2C(=O)NCCN2Cc2ccoc2)nc2c1CCCC2 (stereo not given),-1%,-8%,-11%,0.7%,-6%,
O=C(CCn1c(SCC(=O)c2ccccc2)nc2ccccc2c1=O)NCc1ccc(F)cc1,-2%,-10%,0%,2.1%,4%,
CCOC(=O)CSc1nc2ccc(N)cc2s1,?,?,2%,1.6%,13%,
O=C(Nc1ccon1)c1nc[nH]c1C(=O)NCc1ccccc1,-2%,0%,·,2.6%,-5%,
CCOC(=O)CCc1cccc2c1CCC2=O,2%,-5%,-9%,0.1%,-20%,
N#Cc1ccccc1S(=O)(=O)N1CCC(C(=O)NCc2ccccc2CN2CCCC2)CC1,-3%,8%,·,i,-13%,
COCCNc1nc2c(S(=O)(=O)c3cc(C)ccc3C)nnn2c2ccccc12,6%,-20%,-2%,0.1%,6%,
O=C(Nc1ccc(Nc2ccccc2)cc1)c1ccc(Cl)cc1[N+](=O)[O-],-8%,-7%,9%,3.6%,·,
CCN(CC)CCNC(=O)c1sc2nc(-c3ccccc3)cn2c1C,-11%,1%,-1%,0.6%,6%,VEEV TC-83 Vero 10K pilot screen=0.6

# Grouped by structure, the compounds so far with a nitro group on carbon (four)
SMILES,M. tuberculosis HTS,M. tuberculosis,Salmonella PhoP GFP,VEEV TC-83 Vero,H1N1 NS1A inhibition,others
CCSc1ccc(-c2cccc([N+](=O)[O-])c2)nn1,3%,35%,9%,1.4%,2%,
O=C(c1cccc([N+](=O)[O-])c1)N1CCc2ccccc21,4%,-4%,-11%,1.5%,-5%,
CC(=O)Nc1ccc(NC(=O)C(C)n2nc(C)c([N+](=O)[O-])c2C)cc1 (stereo not given),-9%,0%,5%,0.8%,4%,
O=C(Nc1ccc(Nc2ccccc2)cc1)c1ccc(Cl)cc1[N+](=O)[O-],-8%,-7%,9%,3.6%,·,

# The list continues:
SMILES,M. tuberculosis HTS,M. tuberculosis,Salmonella PhoP GFP,VEEV TC-83 Vero,H1N1 NS1A inhibition,others
O=C(O)CCC(=O)c1c[nH]c2ccccc12,6%,0%,7%,i,-2%,
CC(=O)Nc1ccc(CNC(=O)C[N+]2(C)CCOCC2)cc1,1%,-4%,3%,0.8%,-19%,
O=c1ccc(-c2ccc(S(=O)(=O)NCC3CCN(Cc4ccccc4F)CC3)s2)n[nH]1,-8%,25%,6%,3.9%,5%,
COc1ccccc1NC(=O)C1=C(C)NC2=C(C(=O)CCC2)C1c1ccc2c(c1)OCO2 (stereo not given),-3%,22%,-2%,9.4%,-5%,
COC(=O)c1c(/N=C/NOCc2ccc(Cl)cc2)sc2c1CCN(c1ncc(C(F)(F)F)cc1Cl)C2,-10%,3%,3%,i,-2%,
CCC(C)Sc1nc2c(c(=O)[nH]c(=O)n2C)n1C (stereo not given),1%,1%,-12%,i,-2%,
Cc1ccc(Cl)cc1NS(=O)(=O)c1ccc(-n2cccn2)cc1,-8%,-6%,-4%,1.5%,-2%,
Cc1ccc(C)c(Cn2c(=O)n(CCCC(=O)NCc3ccco3)c(=O)c3sccc32)c1,-7%,-5%,-5%,7.8%,0%,
c1ccc([C@H]2CN3CCSC3=N2)cc1,-4%,5%,-4%,0.9%,-8%,
O=C(NCc1ccc2c(c1)OCO2)c1ccc(-n2cnnn2)cc1,1%,-3%,-14%,2.6%,-17%,
c1ccc(Cn2cc(-c3ccccc3)cn2)cc1,14%,76%,·,i,0%,VEEV TC-83 Vero 10K pilot screen=3.3
CCc1ccccc1NC(=O)CCc1c(C)nc(SC)nc1C,-2%,-4%,10%,1.2%,-3%,
COc1ccc(C(=O)NNC(=O)c2ccc(C(C)(C)C)cc2)cc1,16%,31%,7%,4.0%,-22%,
N=c1c(C(=O)NCC2CCCO2)cc2c(=O)n3ccccc3nc2n1C1CCCC1 (stereo not given),-4%,-9%,6%,1.1%,9%,
